TDP-43 yeast inh – inhibitors of TDP-43 toxicity in yeast | TDP-43 expressing yeast growth rescue, BacTiter-Glo, 24 h | Potency, µM (highest dose often 46.1 µM), without a hit: top-dose growth rescue (activation), hits mostly activators | hit rate 1.8% among 410,000; further: potency means the concentration at half of the fitted maximal effect; % of control where 0% means no effect; nearly all actives have a fitted effect of over 50% in size
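Cell-based yeast growth screen: TDP-43 expression induced in galactose, inoculum OD600=0.02 after raffinose pregrowth to mid-log. Read-out BacTiter-Glo luminescence at 24 hr, 30 deg C; inhibition of toxicity seen as signal increase.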
PTHR1 agonist – PTHR1 (human) receptor agonism; Q03431; HEK293 GP2 PTHR1 cells, GloSensor cAMP luminescence, 1 h; Potency, µM (titrated, usually from 115 µM), for inactives: at the highest dose activation, most hits filed as activators; hit rate 0.075% among 410,000; AID 743266; further: potency means the concentration at half of the fitted maximal effect; nearly all actives have a fitted effect of over 55% in size; some results filed as inactive show a strong effect at the top dose; inactives centre near -15; many of its hits are not listed in these tables
Target sequence (Q03431 whole entry, looked up): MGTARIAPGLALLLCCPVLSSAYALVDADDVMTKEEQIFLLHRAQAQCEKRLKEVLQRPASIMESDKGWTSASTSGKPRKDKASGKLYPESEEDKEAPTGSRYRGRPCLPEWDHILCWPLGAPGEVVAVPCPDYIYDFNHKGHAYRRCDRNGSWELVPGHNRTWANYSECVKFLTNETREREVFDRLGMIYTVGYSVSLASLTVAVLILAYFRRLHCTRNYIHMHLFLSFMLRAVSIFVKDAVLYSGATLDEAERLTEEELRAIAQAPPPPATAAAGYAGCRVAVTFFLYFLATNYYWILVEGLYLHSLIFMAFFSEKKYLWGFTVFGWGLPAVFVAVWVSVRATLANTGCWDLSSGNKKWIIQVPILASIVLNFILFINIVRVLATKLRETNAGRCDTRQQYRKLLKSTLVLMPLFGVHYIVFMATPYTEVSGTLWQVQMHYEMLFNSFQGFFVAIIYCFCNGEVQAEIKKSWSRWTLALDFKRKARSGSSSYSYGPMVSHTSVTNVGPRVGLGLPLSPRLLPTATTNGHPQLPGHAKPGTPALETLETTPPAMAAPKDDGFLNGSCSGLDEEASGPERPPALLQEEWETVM
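HEK-293-derived GP2 cells expressing PTHR1 and a GloSensor cAMP reporter, 3,000/well, plated overnight, given luciferin plus IBMX (each 0.5 mM as added) for 1 h at 37 °C, then compound for 1 h at 37 °C. Luminescence was read after 15 min at room temperature.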
FUS yeast rescue – suppressors of FUS proteinopathy in yeast | S. cerevisiae FUS-expressing, growth rescue, OD600, 24 h | Potency, µM (highest dose often 76.6 µM), for inactives: top-dose growth rescue (activation), hits mostly activators | hit rate 0.24% among 390,000 | AID 1347120;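 further: potency means the concentration at half of the fitted maximal effect; plate controls were DMSO vehicle for no effect and reference control for full effect; nearly all actives have a fitted effect of over 55% in size; some results filed as inactive show a strong effect at the top dose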
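Toxicity suppression screen in FUS-yeast. Cells induced with 2% galactose, starting OD 0.005, treated 24hr at 30C with compounds at multiple final concentrations; growth by OD600.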
GLP-1R inv ag – inverse agonists of human GLP-1 receptor; HEK293 GLP-1R CRE-luciferase, luminescence, 24 h; GLP-1R form is constitutively active; hit rate 1.6% among 410,000; Potency, µM (top dose mostly 38.3 µM), without a hit: at the top dose activity change, negative = inhibition, usual class: inhibitors; P43220; AID 624417; further: potency means the concentration at half of the fitted maximal effect; on the % scale 0 is the no-effect control and ±100 the full control effect; nearly all actives have a fitted effect of over 55% in size
Target sequence (P43220 whole entry, looked up): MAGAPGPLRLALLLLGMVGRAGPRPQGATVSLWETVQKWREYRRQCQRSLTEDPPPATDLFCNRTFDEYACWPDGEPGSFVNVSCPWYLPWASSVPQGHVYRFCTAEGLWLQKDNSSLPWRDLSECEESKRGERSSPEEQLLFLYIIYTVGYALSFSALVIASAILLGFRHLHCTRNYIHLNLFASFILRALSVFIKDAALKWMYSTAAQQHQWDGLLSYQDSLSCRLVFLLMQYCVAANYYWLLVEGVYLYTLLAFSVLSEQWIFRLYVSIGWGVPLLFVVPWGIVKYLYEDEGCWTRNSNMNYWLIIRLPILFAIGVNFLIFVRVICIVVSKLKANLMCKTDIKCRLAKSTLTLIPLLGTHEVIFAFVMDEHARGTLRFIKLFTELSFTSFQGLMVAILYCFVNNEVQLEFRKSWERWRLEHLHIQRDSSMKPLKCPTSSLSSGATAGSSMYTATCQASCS
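GLP-1R inverse agonism mode: basal reporter luminescence in engineered HEK293 cells measured after one day of compound exposure at 37 deg C, with a 12 min room-temperature detection step.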
Mm-Cpn inhibitor – blocks the Methanococcus maripaludis chaperonin Mm-Cpn; purified Mm-Cpn ATPase, ADP Transcreener TR-FRET; Potency, µM (titrated, usually from 76.9 µM), inactives show top-dose activity, negative = inhibition, hits mostly inhibitors; hit rate 0.031% among 330,000; further: potency means the concentration at half of the fitted maximal effect; on the % scale 0 is the no-effect control and ±100 the full control effect; nearly all actives have a fitted effect of over 80% in size
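ATP (10 uM final) was added to archaeal chaperonin (25 nM final) after 10 min exposure to test compound at 37°C; after 30 min further incubation, ADP was detected by competitive TR-FRET.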
pAkt inh – blocks phosphorylation of Akt; Neuro2A IGF-stimulated pAkt S473 HTRF, 20 min; active compounds read low; activity change, % for hits at 50 µM; hit rate 0.32% among 360,000; AID 651550; in the data active means activity change below about -80%; inconclusive means mostly about -51% to -80%; further: on the % scale 0 is the no-effect control and ±100 the full control effect
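Single-point screen (50 µM final compound) in Neuro2A cells stimulated 20 min with 6 nM IGF at 37 deg C. After lysis, Ser473-phosphorylated Akt read by HTRF (ex 330 nm, em 615/665 nm) as the 665/615 ratio.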
GLP1R cytotox – cytotoxicity in counter-screen for GLP-1R inverse agonists. AID 624418. hit rate 0.13% among 410,000. HEK293 cAMP-luciferase reporter cells, luminescence, 24 h. Potency, µM (top dose mostly 38.3 µM), without a hit: top-dose activity change, negative = inhibition, usual class: inhibitors;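 further: loss of luciferase light is scored as toxicity; potency means the concentration at half of the fitted maximal effect; on the % scale 0 is the no-effect control and ±100 the full control effect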
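Seeding density was 200 cells/uL; after overnight-length (12 h) culture, 23 nL compounds went on for 24 h at 37 °C. Readout used a luciferase detection reagent, luminescence taken after 12 min at room temperature.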
Abeta rescue – compounds reversing amyloid beta toxicity in yeast | yeast expressing A-beta42, growth rescue, OD600, 48 h; response scale: 0% DMSO, 100% iron-clioquinol control | Potency, µM (highest dose often 46.1 µM), for inactives: at the top dose growth rescue, hits mostly activators | hit rate 0.063% among 410,000 | AID 1347071; further: potency means the concentration at half of the fitted maximal effect; nearly all actives have a fitted effect of over 55% in size
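Yeast A-beta toxicity model in growth medium with pinned compounds, 48 h at 30 C; growth read as absorbance at 600 nm. Normalized to FeCl3/clioquinol equimolar mix (positive) and DMSO (negative).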
aSyn rescue – rescues yeast growth from alpha-synuclein toxicity | Yeast expressing alpha-synuclein, growth rescue, BacTiter-Glo, 24 h | Potency, µM (doses to about 46.1 µM), without a hit: at the highest dose growth rescue (activation), hits mostly activators | hit rate 0.14% among 370,000 | AID 652106; further: potency means the concentration at half of the fitted maximal effect; % of control where 0% means no effect; nearly all actives have a fitted effect of over 65% in size
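Rescue of yeast growth: cells expressing toxic alpha-synuclein, induced in galactose at OD600 0.02, incubated with compound 24 h at 30 C. ATP luminescence quantified growth; inhibitors of toxicity appear as activators.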
Starred values were filed as active, the others as inactive; i = inactive; ? = inconclusive; . = no result given; & = joins results of further samples; [ ] = dose if it differs, or a comment. Unless noted, the call rests on the fitted dose curve; in most records, active means well fitted curve in the direction sought with a large enough effect; inconclusive means small, poorly fitted or top-dose-only effect, or another doubt; inactive means no such curve, though single readings can be large; an effect the other way counts as inactive or inconclusive. Only part of the results is shown; rates above refer to the full screens.

| mol | GLP1R cytotox | Mm-Cpn inhibitor | aSyn rescue | PTHR1 agonist | TDP-43 yeast inh | FUS yeast rescue | Abeta rescue | GLP-1R inv ag | pAkt inh |
| --- | --- | --- | --- | --- | --- | --- | --- | --- | --- |
| O=S(=O)(NCCC1=CCCCC1)c1cccc(Br)c1 | 13% | -1% | 8% | -22% | ? | 21% | 1% | ? | i |
| CC(C)c1nc2cc(C(=O)NC(c3cccnc3)C(F)(F)F)ccc2o1 (stereo unspecified) | 6% | 0% | -1% | -21% | 9% | -9% | 10% | -27% | i |
| Cc1n[nH]c(C)c1S(=O)(=O)N1CCCC(C(=O)N2CCc3ccccc32)C1 (stereo unspecified) | -8% | -1% | 8% | -31%[inhibitor][57.5 µM] | 7% | -1% | 11% | 3% | i |
| O=C(NOC(=O)c1cc(Br)ccc1Cl)c1cccs1 | 10% | 2% | -4% | -34% | -17% | 78% | 9% | 14% | i |
| COc1cc2c(cc1OC)CN(CC(=O)Nc1ccc(Cl)cc1Cl)CC2 | 11% | 0% | 0% | -17% | -16% | 38% | -7% | ? | i |
| O=C(NCCc1ccc(Cl)cc1)c1ccc2c(c1)N(Cc1ccccc1)C(=O)CS2 | -8% | . | . | i | ? | 30% | 9% | ? | . |
| COc1cc(/C=N/NC2=NCCCCC2)ccc1O | -2% | 1% | -7% | -5% | -24% | 29% | -12% | 4% | i |
| O=C(Cn1cc(/C=N/O)c2ccccc21)N1CCOCC1 | -1% | 1% | -2% | i | -12% | 15% | -4% | 16% | i |
| Cc1nc(N)nc(C)c1Cc1ccccc1 | -8% | 0% | -3% | -7% | -2% | -7% | 4% | 5% | i |
| CC1CCC(NC(=O)CCS(=O)(=O)c2ccc3c(c2)CCN3C(=O)C2CC2)CC1 (stereo unspecified) | 7% | 0% | -5% | -10% | -13% | 3% | 11% | 33%[activator] | i |
| COC(=O)C1c2ccccc2-c2ccccc21 | -2% | 1% | 6% | i | -5% | 0% | 9% | -7% | i |
| COC(=O)C1=C(C)NC(=O)CC1c1ccccc1F (stereo unspecified) | 2% | 1% | -3% | 14%[57.5 µM] | -17% | -16% | 3% | -2% | i |
| Cc1ncoc1C(=O)Nc1ccc(Oc2ccccc2)cc1 | 3% | 3% | -5% | i | -8% | 10% | 6% | 60%[activator] | i |
| CCOC(=O)N1CCN(C(=O)c2cc3c(=O)n(C)c4ccccc4c3n2C)CC1 | 12% | 0% | -2% | i | 9% | 15% | -6% | 8% | i |
| COc1ccc(Nc2cc(Cl)nc(N)n2)cc1 | -1% | -1% | -12% | i | -8% | 27% | 4% | 190%[activator] | i |
| Cc1ccc(OCC(=O)N2CCCc3ccccc32)cc1 | 8% | 3% | 1% | i | 10% | 7% | -11% | ? | i |
| Cc1ccc(C(=O)C(C)OC(=O)Cc2n[nH]c(=O)c3ccccc23)cc1 (stereo unspecified) | ? | -3% | 13% | -18% | 20% | 2% | 3% | ? | i |
| CCCCn1c(N)c(N(CC(C)C)C(=O)C(C)SCc2nc3sc(C)c(C)c3c(=O)[nH]2)c(=O)[nH]c1=O (stereo unspecified) | 0% | -2% | -4% | -21% | 7% | ? | 13% | 0% | i |
| COCCN1C(=O)C(O)=C(C(C)=O)C1c1ccc(OC)c(OC)c1 (stereo unspecified) | 8% | 3% | -4% | -25%[57.5 µM] | -8% | 8% | 13% | -7% | i |
| COc1cc(NC(=O)c2cc(C)on2)cc(C(=O)Nc2cccc(C(F)(F)F)c2)c1 | -12%&-21% | 0% | 1%&1% | -35%&-12%[inhibitor] | 13µM* | -20%&13% | -26%&-4% | ? | i |
| O=C(OCc1ccccc1)/C(=C/c1cccc([N+](=O)[O-])c1)NC(=O)c1ccco1 | 1% | 1% | -9% | -51%[inhibitor] | 3% | -4% | 12% | -25% | i |
| CCc1c(C(=O)Nc2cc(C)ccc2OC)[nH]c(C)c1C(C)=O | -12% | -1% | -9% | i | 10% | 11% | -41%[inhibitor] | 7% | i |
| Cc1cccc(OCC(=O)Nc2ccc(S(=O)(=O)Nc3ccccn3)cc2)c1 | -7% | -2% | -3% | -28% | -12% | 1% | -1% | -1% | i |
| CCC(O)(c1ccc(OC)cc1)C(CN1CCOCC1)c1ccccc1 (stereo unspecified) | 8% | 0% | 4% | -30%[inhibitor] | 20% | -37% | 14% | -21% | i |
| COC(CNC(=O)C(=O)Nc1cc2c3c(c1)CCN3C(=O)CC2)OC | 5% | 0% | -6% | ? | -22% | 25% | -19% | 77%[activator] | i |
| O=C(NCC1CCCO1)c1ccccc1-c1nc(-c2ccc(F)cc2)no1 (stereo unspecified) | 2% | 1% | 5% | i | ? | -12% | 6% | -13% | i |
| Nc1nonc1-n1nnc(C(=O)N/N=C/c2cccnc2)c1CSc1ccccc1 | -16% | -2% | -8% | i | 0% | -12% | 15% | ? | i |
| O=C(NCc1ccccc1)c1ccc(NC(=O)C2CCCO2)cc1 (stereo unspecified) | -4% | -1% | 8% | -20% | 5% | -10% | -15% | 6% | i |
| Cc1cccc(-n2c(-c3csc(C)c3)n[nH]c2=S)c1 | -9% | 1% | 4% | -18%[57.5 µM] | 16% | 11% | ? | -5% | i |
| O=C(CSc1ncc2c(n1)-c1ccc(Cl)cc1N(Cc1ccccc1)S2(=O)=O)Nc1ccc(F)c(F)c1 | -2% | . | . | -13% | -2% | -7% | -13% | 10% | . |
| Cc1cccc(OCC(=O)Nc2ccc(S(=O)(=O)N3CCN(C)CC3)cc2)c1 | -5% | -2% | 3% | i | 13% | 11% | 16% | 0% | i |
| CCN(CC)S(=O)(=O)c1cc(C(=O)Oc2ccccc2OC)ccc1OC | -4% | -2% | 3% | -10%[57.5 µM] | 29% | 33% | 8% | -17% | i |
| CSC1=NC=C(C#N)C2=NC(c3ccc(Cl)cc3)NN12 (stereo unspecified) | -4% | . | -8% | i | 20% | -14% | -37%[inhibitor] | 27% | i |
| COc1ccc(N=C2C(=O)N3CCCc4cccc2c43)cc1 | 5% | -1% | 3% | i | 12% | . | 16% | 15% | i |
| Cc1cc(C(=O)COC(=O)CN=C2NS(=O)(=O)c3ccccc32)c(C)n1CCc1ccc(Cl)cc1 | -11% | -3% | 1% | -1% | 8% | . | 6% | ? | i |
| COc1ccc(Nc2nc(C)nc3c2nnn3Cc2ccccc2)cc1OC | 15% | -1% | 0% | -27%[57.5 µM] | 19% | 19% | 15% | -27% | i |
| COc1ccc(C2C3=C(CCCC3=O)Nc3ccc4ncccc4c32)cc1OC (stereo unspecified) | 12%[0.307 µM] | -2% | 6% | i | 9% | 13% | -4% | -5%[0.307 µM] | i |
| COc1ccc(OC)c(/C=N/NC(=O)CCc2ccc(O)c(O)c2)c1 | 1% | -1% | -10% | -58%[inhibitor] | -20% | . | -3% | 21% | i |
| COc1cc(CNc2cc(C)ccc2C)cc(OC)c1OC | 5% | -3% | -10% | -7%[57.5 µM] | -7% | 2% | 18% | 0% | i |
| C/C(=N\NC(=O)COc1cccc2ccccc12)c1cccs1 | -2% | -2% | 11% | i | 7% | 4% | 20% | 10% | i |
| O=C(NCCN1C(=O)S/C(=C/c2ccccc2)C1=O)C1CC(=O)N(Cc2ccccc2)C1 (stereo unspecified) | -5% | 2% | 10% | -39%[inhibitor] | 21% | 20% | -5% | -28% | i |
| CCOC(=O)c1cccc(Nc2cc(-c3ccccc3)ncn2)c1 | -17% | . | . | -32%[inhibitor] | 20% | 36% | 2% | ? | . |
| O=C(Nc1ccc(F)cc1)N(CCCN1CCOCC1)Cc1cc2cc3c(cc2[nH]c1=O)OCO3 | 20% | -1% | -10% | -5% | -10% | . | -2% | 0% | i |
| CCOc1ccc(CC(=O)C2C(=O)CC(C)(C)CC2=O)cc1OCC | 3% | 0% | -14% | -6%[57.5 µM] | ? | 21% | -9% | 11% | i |
| COc1ccccc1NC(=O)CN(Cc1ccco1)C(=O)c1cccs1 | -3% | 2% | . | i | 9% | 16% | 2% | -14% | . |
| Cc1cc(NS(=O)(=O)c2c(C(=O)N3CCOCC3)c(C)n(C)c2C)ccc1Br | 0% | 1% | 14% | i | -1% | -5% | 7% | ? | i |
| CCCCC(=O)NS(=O)(=O)c1ccc(N=NN2CCCCC2)cc1 | -5% | -1% | -24% | -19% | ? | . | 5% | -1% | i |
| Cc1ccc(C(=O)Nc2c(N)nc(SCC(=O)NCC3CCCO3)[nH]c2=O)cc1 (stereo unspecified) | -2% | -3% | -1% | -4% | 15% | . | 0% | 11% | i |
| Cc1cc(C)n(-c2cc(N3CCN(S(=O)(=O)c4ccc(Cl)cc4)CC3)ccc2[N+](=O)[O-])n1 | -33% | 0% | 2% | -3% | 13% | 12% | -1% | ? | i |
| N#Cc1c(N)n(-c2cccc(O)c2)c2nc3ccccc3nc12 | 61%[activator] | -3% | 4% | i | 11% | 8% | -2% | 11% | i |

Single records (already shown). Screens in order: GLP1R cytotox, Mm-Cpn inhibitor, aSyn rescue, PTHR1 agonist, TDP-43 yeast inh, FUS yeast rescue, Abeta rescue, GLP-1R inv ag, pAkt inh
`N#Cc1c(N)n(-c2cccc(O)c2)c2nc3ccccc3nc12` is listed with 61%[activator], -3%, 4%, i, 11%, 8%, -2%, 11%, i
`Cc1n[nH]c(C)c1S(=O)(=O)N1CCCC(C(=O)N2CCc3ccccc32)C1` (stereo unspecified) is listed with -8%, -1%, 8%, -31%[inhibitor][57.5 µM], 7%, -1%, 11%, 3%, i
